From PubChem BioAssay
BoNT A protease: BoNT A light chain protease inhibition; AID 588499; multiplex microsphere protease substrate cleavage, flow cytometry; hit rate 0.17% among 360,000; inhibition, % at 10 µM; note: plate controls were buffer without enzyme for full effect and enzyme alone for no effect
PrPC surface inh: cell surface PrPC inhibition, primary TR-FRET screen; TR-FRET read-out; AID 720596; P04156; hit rate 0.43% among 370,000; inhibition, % at 13.8 µM; in the data active = inhibition above about 24%; note: 0% = median of the test wells and 100% = reference compound wells
PriA SSB inh: blocks PriA binding to SSB C-terminal tail. AlphaScreen SSBct-PriA binding, biotinylated peptide. inhibition, % at 33 µM. hit rate 0.6% among 430,000. AID 1272365; in the data active = inhibition mostly above about 37%, no sharp cut-off; inactive = mostly below about 20%;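 note: plate controls were negative control peptide for no effect and reference peptide for full effect; strong numbers were not always called active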
TcdB GH inh: blocks C. difficile toxin B glycohydrolase activity | hit rate 0.24% among 350,000 | inhibition, % at 9.99 µM | TcdB glycohydrolase enzymatic assay, plate reader | P18177; in the data active = inhibition above about 10%
SARS 3CLpro inh: SARS-CoV 3CLpro protease inhibition | inhibition, % at 6 µM | hit rate 0.14% among 290,000 | P0C6X7 | recombinant SARS-CoV 3CLpro, quenched FRET peptide cleavage; in the data active = inhibition above about 12%
Anthrax LF inh2: anthrax lethal factor protease inhibition; P15917; AID 588501; hit rate 0.12% among 360,000; multiplex microsphere protease cleavage assay, LF; inhibition, % at 10 µM; note: plate controls were buffer without enzyme for full effect and enzyme alone for no effect
Target sequence (P15917 whole entry, looked up): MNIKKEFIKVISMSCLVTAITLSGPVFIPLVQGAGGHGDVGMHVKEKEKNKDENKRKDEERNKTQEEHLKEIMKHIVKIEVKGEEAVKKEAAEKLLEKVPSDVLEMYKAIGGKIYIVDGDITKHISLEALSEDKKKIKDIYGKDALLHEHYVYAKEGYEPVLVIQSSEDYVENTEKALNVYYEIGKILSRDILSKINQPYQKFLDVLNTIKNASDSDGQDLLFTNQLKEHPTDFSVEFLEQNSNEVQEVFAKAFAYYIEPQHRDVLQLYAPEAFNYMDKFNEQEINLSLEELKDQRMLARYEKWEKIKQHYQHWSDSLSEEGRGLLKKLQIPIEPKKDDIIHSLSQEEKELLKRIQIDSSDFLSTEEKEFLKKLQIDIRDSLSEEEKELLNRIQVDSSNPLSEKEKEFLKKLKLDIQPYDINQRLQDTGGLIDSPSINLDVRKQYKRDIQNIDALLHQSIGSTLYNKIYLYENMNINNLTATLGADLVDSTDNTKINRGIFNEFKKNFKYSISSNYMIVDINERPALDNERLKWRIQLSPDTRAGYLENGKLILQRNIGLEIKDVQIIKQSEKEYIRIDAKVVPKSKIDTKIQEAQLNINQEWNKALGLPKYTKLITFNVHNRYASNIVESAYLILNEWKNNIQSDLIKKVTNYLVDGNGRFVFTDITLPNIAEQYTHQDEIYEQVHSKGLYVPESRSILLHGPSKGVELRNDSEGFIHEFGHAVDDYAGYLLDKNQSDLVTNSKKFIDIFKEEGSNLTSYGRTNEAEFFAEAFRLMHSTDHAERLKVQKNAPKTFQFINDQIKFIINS
PfHsp40 rescue: rescue of PfHsp40-mediated yeast toxicity; S. cerevisiae expressing PfHsp40, growth rescue, ATP luminescence; growth rescue, % at 12.5 µM; hit rate 0.68% among 340,000; in the data active = growth rescue above about 28%, passing the limit was not always enough;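 note: yeast W303a lacking pdr1 and pdr3 grown in galactose medium; growth measured after three days at 30 °C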
BH1578 lux ind: inducers of Vibrio cholerae quorum light production without autoinducers | V. cholerae BH1578 lux reporter, luminescence, 6 h | activation, % at 18.7 µM | hit rate 0.16% among 350,000 | AID 588436; in the data active = activation mostly above about 9.7%, no sharp cut-off; note: not every result past the cut was called active; inactives centre near 0; reference of the scale not given here
Y pestis TopoI: inhibitors of Yersinia pestis topoisomerase I; Y. pestis Topo-I cleavage product accumulation, plate reader; activity, % at 10 µM; hit rate 0.064% among 360,000; AID 504884; in the data active = activity above about 50%, passing the limit was not always enough; note: inactives centre near 2
The depositor's hits bear a star; i = inactive; nt = no result given; & = joins results of further samples. Cut-off read from the data, not from the text of the source, unless noted: active = inhibition above about 30%; inconclusive = no clear call, values can overlap the other calls; inactive = below that. An excerpt; count on the stated rates, not on these rows.

SMILES	BoNT A protease	PrPC surface inh	PriA SSB inh	TcdB GH inh	SARS 3CLpro inh	Anthrax LF inh2	PfHsp40 rescue	BH1578 lux ind	Y pestis TopoI
CCCCSP1(=S)NCCCN1	-0.2	-1	-20	nt	6	-1	-1.2	3.2	-4
CN(Cc1ccccc1F)C(=O)c1sccc1-c1ccccc1	9.5	-4	-15	0.4	4	1	0.1	i	40
COc1ccc(-c2sc3cc(OC)c(OC)cc3c2C#CCO)cc1	0.1	2	-16	-1.1	nt	-5	-0.4	i	20
CCC(=O)Nc1nc(CC(=O)Nc2ccccc2)cs1	0.3	1	-19	nt	1	-2	0.7	-0.4	-11
COc1ccccc1OCc1ccc(C(=O)N2CCN(C)CC2)o1	-0.5	-8	8	0.5	-6	-3	-0.7	-0.3	-5
c1ccc2c(c1)[nH]c1nc(SCCN3CCOCC3)nnc12	-0.7	-16	-3	nt	-6	2	-1.5	i	5
CN(c1ccc(C(=O)NCCSCc2ccco2)cc1)S(C)(=O)=O	-0.1	9	11	nt	-2	-4	1.0	i	-4
COc1cc(OC)c(-n2cc(-c3ccc(Cl)cc3)[nH]c2=O)cc1Cl	0.1	-8	-20	nt	-2	-2	0.4	-0.4	-4
O=C(NN=C1CCCC1)c1sc2ccccc2c1Cl	-0.6	11	-23	-3.9	6	-6	-1.2	i	11
O=C(C[C@@H]1C/C=C/CC[C@@H](Cc2ccc(F)cc2)C(=O)O[C@@H](c2ccccc2)CNC1=O)NCCO	-0.2	-7	0	1.8	nt	1	0.8	0.8	10
COc1ccccc1NC(=O)C(C/C=C(\C)Cl)C(C)=O (stereo unspecified)	1.1	0	-7	nt	5	2	1.6	i	13
CN1CCc2c(sc3nc(NN)n(Cc4ccccc4)c(=O)c23)C1	nt	-3	-3	1.7	0	nt	-0.9	0.2	-17
CCc1c(C)sc(NC(=O)CCc2ccc(OC)cc2)c1C(N)=O	0.0	2	-1	nt	1	-2	0.0	1.4	0
C/C(=N\Nc1cc(-c2ccccc2)nc(-c2ccc(Br)cc2)n1)c1cccc(N)c1	-6.2	7	nt	nt	1	-5	-1.9	i	4
CC(C)(C(=O)c1ccccc1)/[N+]([O-])=C/c1ccc(F)cc1	-0.7	8	-2	nt	-2	-4	-0.1	12	7
CC(C)(C)NC(=S)NNC(=O)c1ccc2ncccc2c1	0.3	-7	2	-1.2	3	-5	0.2	-0.4	1
O=c1c2ccccc2ncn1-c1ccc2c(c1)OCCO2	-1.1	7	-6	nt	-2	1	2.7	i	-4
CC1Cc2ccccc2N1C(=O)C12CCC(C)(C(=O)C1)C2(C)C (stereo unspecified)	-0.8	-5	7&-5	nt	-2	5	0.6	i	3
CSc1ncc(Cl)c(C(=O)NCc2ccc3c(c2)OCO3)n1	-0.2	-1	8	nt	0	-3	-0.9	-1.1	-1
O=C(c1cc2cc([N+](=O)[O-])ccc2oc1=O)n1cccn1	-0.2	3	56*	1.1	3	-2	-0.9	i	0

2 compounds drawn at random from the list so far, as already listed:
SMILES	BoNT A protease	PrPC surface inh	PriA SSB inh	TcdB GH inh	SARS 3CLpro inh	Anthrax LF inh2	PfHsp40 rescue	BH1578 lux ind	Y pestis TopoI
CCCCSP1(=S)NCCCN1	-0.2	-1	-20	nt	6	-1	-1.2	3.2	-4
COc1ccccc1NC(=O)C(C/C=C(\C)Cl)C(C)=O (stereo unspecified)	1.1	0	-7	nt	5	2	1.6	i	13

Other compounds follow.
SMILES	BoNT A protease	PrPC surface inh	PriA SSB inh	TcdB GH inh	SARS 3CLpro inh	Anthrax LF inh2	PfHsp40 rescue	BH1578 lux ind	Y pestis TopoI
Cn1nnc(NC(=S)NC(=O)Cc2ccccc2)n1	-1.8	2	9	-0.3	4	2	0.0	-0.5	4
Cn1c(=O)n(C)c2cc(/C=N/N=C3/NC(=O)C(CC(=O)O)S3)ccc21 (stereo unspecified)	0.2	-5	nt	1.2	0	-1	-0.8	-0.3	4
COc1ccccc1N1CCN(S(=O)(=O)CCNC(=O)c2cc(=O)c3ccccc3o2)CC1	0.6	-6	1&-12	3.4	0	-2	1.0	-0.2	5
Cc1ccccc1N=C(NOCc1ccc(Cl)cc1Cl)c1nonc1N	-0.2	10	-9	nt	-4	-6	15	-0.9	33
CCOCCCNC(=O)c1ccc(N(C)S(=O)(=O)c2ccc(OC)cc2)cc1	-0.3	3	-4	nt	0	2	0.0	-0.4	7
CCNC(=S)N(Cc1ccco1)Cc1cc2cc(OCC)ccc2[nH]c1=O	0.8	-4	8	0.6	9	-1	1.1	0.5	8
CN(C)CCNC(=O)C(=O)NCC(c1ccc2c(c1)OCO2)N1CCN(c2ccc(F)cc2)CC1 (stereo unspecified)	-0.1	8	18	-1.0	4	-4	-0.5	-0.3	-11
CN(C)CCCN(C(=O)c1sc2ccccc2c1Cl)c1nc2c(F)cccc2s1	0.9	8	13	nt	-2	-4	-0.4	-0.8	1
O=C(c1ccc(F)cc1)c1cc2ccccc2o1	-0.9	8	-3	nt	1	-2	0.0	-5.9	14
CCOc1ccccc1Nc1ncnc2c1cnn2-c1ccccc1	0.0	1	-6	-7.5	nt	-9	-0.2	-0.3	14
COc1ccc(N(C(=O)c2ccco2)C(C(=O)NC2CCCC2)c2cccs2)cc1 (stereo unspecified)	-0.5	-4	1	1.9	2	-5	18	1.0	11
CC(=O)Nc1ccc(C(=O)NNC(=O)c2csc(N3CCOCC3)n2)cc1	-0.3	-5	nt	1.5	nt	2	nt	i	3
Cc1ccc(CNC(=O)C2CCC(=O)N(CCc3cccc(F)c3)C2)cc1 (stereo unspecified)	3.1	-4	7	1.5	2	0	1.2	i	14
Cc1ccc(C(=O)O)cc1NC(=O)Nc1cccc2ccccc12	0.6	-2	-15	-2.3	0	-1	1.6	-0.1	2
CSc1nc(NS(=O)(=O)c2cc(C)c(Cl)cc2Cl)nn1C	-1.6	6	-7	1.9	7	4	-1.1	i	7
COc1ccc(NC(=O)CCS(=O)(=O)c2cc3c(cc2Cl)NC(=O)CO3)cc1OC	-0.5	5	-1	-1.1	-3	0	-1.1	i	1
CCS(=O)(=O)c1c([N+](=O)[O-])ncn1C	-1.4	11	-1	1.1	-1	-3	-1.4	3.0	-1
Cc1cccc(-c2nnc(SCC(=O)N3c4ccccc4CCc4ccccc43)n2C)c1	0.3	1	-2	-2.7	-5	-2	0.6	-0.3	18
Nc1nonc1-n1nnc(C(=O)N/N=C/c2ccc(OCc3ccccc3F)cc2)c1CN1CCCCC1	2.6	3	nt	1.1	5	-1	0.6	i	-6
COc1ccc(-c2nc(CS(=O)CC(=O)N3CCOCC3)c(C)o2)cc1OC (stereo unspecified)	0.9	-4	-6	-0.2	5	-2	-1.2	-0.2	-6
Cc1ccc(S(=O)(=O)N2CCN(C(=O)COC(=O)Cc3cccc(C(F)(F)F)c3)CC2)c(C)c1	-0.8	1	-12	0.3	nt	0	7.4	i	15
Cc1cc(C)cc(NC(=O)c2cc(=O)c3ccccc3o2)c1	-0.2	2	-20	-0.2	-1	0	0.3	-0.4	5
COc1ccc(C(=O)N=C2CCC(C#N)=C3c4cc(OC)c(OC)cc4CCN23)cc1	0.8	4	-10	nt	2	-2	0.0	-0.3	0
Nc1cc(=O)[nH]c(SCC(=O)N2CCC(Cc3ccccc3)CC2)n1	-0.2	0	-1	1.1	nt	-8	-0.2	0.7	1
[N-]=[N+]=NCCN1CCC(O)CCC1=O (stereo unspecified)	-0.4	0	5	0.1	-4	11	0.2	i	-1
Cc1ccccc1C1c2[nH]c3ccccc3c2C[C@H]2C(=O)N(c3ccccc3C(=O)NCCCN3CCOCC3)C(=O)N12 (stereo partly specified)	0.1	-3	3	2.2	2	0	0.9	-0.6	19
CN1OC[C@@H]2CN(Cc3ccccc3)[C@H](c3cccc(N4CCOCC4)c3)C[C@@H]21	0.5	6	-1	-11	nt	6	-0.4	i	12
Cc1ccc(C#N)c(SCc2nnc(-c3ccc(Cl)cc3)o2)n1	-1.4	-2	-10	nt	4	-7	-0.4	-0.4	9
C[C@H](NC(=O)N1CCn2c1nc1ccccc12)C(=O)N1CCCCC1	-0.5	5	-4	-9.1	0	-3	-1.2	-0.4	-7
CSc1ccccc1NC(=O)CSc1n[nH]c(C)c1[N+](=O)[O-]	-1.2	4	3	1.6	0	-3	0.0	-2.6	4
O=C(CN1C(=O)NC2(CCCC2)C1=O)N1CCN(S(=O)(=O)c2ccc(Cl)c(C(F)(F)F)c2)CC1	0.7	1	-6	3.2	nt	2	0.1	1.2	-5
COc1cc(C(=S)N2CCOCC2)cc(OC)c1OS(=O)(=O)c1ccc(Cl)cc1	nt	1	-2	0.6	4	nt	0.5	-0.4	-4
COc1ccc(C(=O)Nc2nc3c(s2)Cc2cc(OC)ccc2-3)cc1	0.1	-1	24	nt	-8	-4	1.1	i	-19
OCC(Cc1ccc2c(c1)OCO2)C(CO)Cc1ccc2c(c1)OCO2 (stereo unspecified)	-0.1	6	-2	-2.2	nt	4	3.1	-0.6	8
COCCN(C(=S)Nc1ccccc1C)C(C)c1cccnc1 (stereo unspecified)	0.3	5	-21	nt	-1	0	-1.0	i	-1
COc1cccc(C=Nc2ccccc2C#N)c1O	0.2	3	-3	0.4	-1	-4	-0.3	-0.4	-2
O=C(C(=O)N1CCOCC1)c1cn(Cc2ccccc2)c2ccccc12	1.0	-8	-8	-0.3	4	4	-0.5	i	7
Cc1cc(C(=O)NNC(=O)CCCCC(=O)NNC(=O)c2cc(C)[nH]n2)n[nH]1	0.3	-5	8&-1	0.6	1	0	-0.9	1.2	7
CC(C)(CNC(=O)c1ccccc1NS(C)(=O)=O)N1CCCCC1	-2.3	1	7	0.5	-2	2	-0.5	-0.3	4
N/C(=N/OC(=O)c1ccccc1Cl)c1ncc([N+](=O)[O-])s1	nt	-7	i	2.2	2	nt	6.6	i	-12

Another view of some results above.
Second line of a record – BoNT A protease, PrPC surface inh, PriA SSB inh, TcdB GH inh, SARS 3CLpro inh, Anthrax LF inh2, PfHsp40 rescue, BH1578 lux ind, Y pestis TopoI
- O=C(c1ccc(F)cc1)c1cc2ccccc2o1
→ -0.9, 8, -3, nt, 1, -2, 0.0, -5.9, 14
- COc1cccc(C=Nc2ccccc2C#N)c1O
→ 0.2, 3, -3, 0.4, -1, -4, -0.3, -0.4, -2

Following part:
SMILES	BoNT A protease	PrPC surface inh	PriA SSB inh	TcdB GH inh	SARS 3CLpro inh	Anthrax LF inh2	PfHsp40 rescue	BH1578 lux ind	Y pestis TopoI
COc1ccc(S(=O)(=O)N2CCCC(c3cc(C(=O)NCc4cccnc4)no3)C2)cc1 (stereo unspecified)	0.4	11	nt	0.8	nt	-2	nt	-0.4	17
Cc1cccc(C)c1-n1nnnc1C(c1ccnc2ccccc12)N(CCN(C)C)Cc1ccccc1 (stereo unspecified)	0.4	-11	nt	-2.6	nt	-5	nt	nt	nt
Cc1ccccc1-c1cnc2c(c1)C(=O)N([C@@H](C)CO)C[C@@H](C)[C@H](CN(C)Cc1ccccc1F)O2	-0.6	-1	nt	-7.3&0.7&0.0	nt	-9	nt	i	35
COc1ccccc1N1CCN(c2ccc3c(c2)S(=O)(=O)c2cccc(C(=O)NCc4cccc(F)c4)c2C3=O)CC1	0.3	-9	nt	1.9	nt	-10	nt	i	3
Cc1ccc(S(=O)(=O)N(CC(=O)Nc2ccccc2C(=O)O)c2ccc(Cl)cc2)cc1	0.9	5	-6	3.2	7	-2	2.5	-0.2	11
O=C(Nc1ccc2oc(-c3ccncc3)nc2c1)c1ccccc1F	0.6	13	3	nt	1	-4	-0.4	i	1
COc1ccccc1N1CCN(C(c2cccs2)c2nnnn2C2CCCC2)CC1 (stereo unspecified)	-0.7	2	9	0.9	1	-2	2.4	1.6	12
CCOc1ccccc1N1CCN(C(=O)NC(C)c2ccc(F)c(F)c2)CC1 (stereo unspecified)	-1.0	4	-6	-0.3	2	-3	-1.1	-3.1	18
Cc1ccc(C)c(N2CCN(C(=O)c3cc4c(C)nc5ccccc5c4o3)CC2)c1	2.7	2	0	1.8	-2	-3	1.6	-13	29
CC(=O)NC(c1cc(Cl)c2cccnc2c1O)C(C)C (stereo unspecified)	0.4	13	50	-2.5	nt	-2	17	1.2	22
COc1cc(C(=O)N(Cc2ccc(N(C)C)cc2)C2CCS(=O)(=O)C2)cc(OC)c1OC (stereo unspecified)	-0.9	3	2	nt	2	2	-0.7	-0.7	-5
